Compound activity deposited in PubChem by several laboratories.
MITF TRPM1 inh – inhibitors of MITF-dependent TRPM1 promoter reporter, primary screen, cell-based, SK-MEL-5, single point, luciferase; SK-MEL-5 TRPM1 promoter luciferase, 24 h; inhibition, % at 12.5 µM; 0.83% of 330,000 active;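 active = mean inhibition across replicates of 60% or more, whatever share of single replicates reaches that level; inconclusive = some that reach 60%, reason not given; inactive = mean inhibition across replicates below 60%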; also: values of inactives mirror those of a sister screen read the other way
LMP1 NFkB inh – EBV LMP1-driven NF-kappaB luciferase reporter inhibitors, primary screen, cell-based, luminescence, single point; LMP1-induced NF-kappaB luciferase reporter cells; inhibition, % at 12.5 µM; 0.69% of 350,000 active; AID 504558, 2011; in the data active = inhibition above about 41%; inconclusive = no clear call, values can overlap the other calls;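 also: 0% = neutral control wells and 100% = reference inhibitor control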
iPSC survival up – enhancers of single-cell hiPSC survival, primary screen, ATPlite luminescence | 100% = ROCK inhibitor wells, 0% = DMSO | survival enhancement, % at 20 µM | 0.044% of 360,000 active; in the data active = survival enhancement above about 18%;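 also: cells exposed to compounds for 16 hours before the ATP read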
NR2E3 ag-1 – inhibitors of NR2E3-RetCOR corepressor binding, primary screen, NR2E3 agonist project, biochemical, TR-FRET, GST-NR2E3, biotin-RetCOR; 1536-well; inhibition of corepressor binding, % at 4.78 µM; 0.12% of 320,000 active; AID 2300, 2010;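 active = percent inhibition above the cutoff of mean plus 3 SD of all tested compounds, set per screening campaign, cut at about 20% in these data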;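 also: 0% = DMSO wells and 100% = biotin wells as full block of FRET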
Target sequence (Q9Y5X4 whole entry, looked up): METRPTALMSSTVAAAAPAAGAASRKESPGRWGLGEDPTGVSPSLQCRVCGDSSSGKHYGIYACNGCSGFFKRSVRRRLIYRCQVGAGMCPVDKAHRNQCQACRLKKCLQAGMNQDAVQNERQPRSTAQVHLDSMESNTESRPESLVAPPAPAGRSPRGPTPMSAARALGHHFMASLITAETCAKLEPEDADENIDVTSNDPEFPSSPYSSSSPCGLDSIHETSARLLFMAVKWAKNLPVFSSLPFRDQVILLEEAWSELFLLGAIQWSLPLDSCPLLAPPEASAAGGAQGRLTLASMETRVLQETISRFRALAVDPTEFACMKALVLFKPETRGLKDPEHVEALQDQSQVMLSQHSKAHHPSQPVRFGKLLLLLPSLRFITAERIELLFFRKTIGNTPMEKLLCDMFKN
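Material: NR2E3–RetCOR corepressor complex / Amount: 1.35 nM GST-NR2E3 / Medium: Tris pH 7.5 / Compound: single nominal compound dose of 4.8 µM / Incubation: 5 h at 4 °C / Technique: TR-FRET, Eu(K)-anti-GST donor, streptavidin-D2 acceptor, ex 340, em 617/671 nm / Read-out basis: percent loss of FRET ratio relative to control wells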
Peg3 promoter – Peg3 promoter-driven luciferase inhibitors, primary screen, cell-based, HeLa, luciferase luminescence; 1.7% of 360,000 active; HeLa PEG-Prom luciferase reporter, overnight; inhibition, % at 20 µM;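 active = inhibition of at least 50% at 20 µM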
KKLEB tox – cytotoxicity in KKLEB CF airway cells, primary screen, cytotoxicity control for CF NF-kB inhibitor project, cell-based, uHTS, fluorescence assay plates | activity change (cytotoxicity), % at 5 µM | 0.36% of 360,000 active | KKLEB CF airway cells viability, ATPlite luminescence, overnight; active compounds read low; cells stimulated with P. aeruginosa culture filtrate;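 active = corrected activity change at or below -50% at 5 µM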
HIF-2a block – HIF-2a reporter inhibitors, primary screen, luminescence, 786-0 RCC cells; inhibition, % at 18.8 µM; 0.72% of 360,000 active; 786-0 RCC cells HIF-2a reporter, luciferase luminescence, overnight; AID 624352, 2012;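 active = inhibition of the luminescence signal of 40% or more relative to plate controls, in a single-dose primary screen at 18.75 µM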
TRAIL sens C8 – viability loss with TRAIL in NB7+C8 cells, primary screen, TRAIL sensitizer project, cell-based, ATPlite luminescence. inhibition (viability loss, TRAIL sensitization), % at 10 µM. 1% of 360,000 active;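 active = compounds causing at least 50% loss of cell viability in the single-dose screen, relative to plate controls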
NR2E3 ag-2 – NR2E3 agonists in two-hybrid cells, primary screen, cell-based, luminescence, CHO-S, Gal4-NCOR/VP16-NR2E3; 0.35% of 360,000 active; luciferase; inhibition of corepressor binding, % at 3.98 µM; AID 602229, 2012;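 active = inhibition above the mean of all tested compounds plus 3 SD, cut at about 70% in these data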;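 also: 0% = DMSO with NR2E3 transfected cells and 100% = cells lacking NR2E3 construct; higher means lower luciferase signal from less NR2E3 corepressor binding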
Shn3 3UTR inh – reduction of Shn3 3'UTR firefly luciferase signal, primary screen, Schnurri-3 inhibitor project, cell-based, Clone20 osteoblasts, set 2 | Clone20 osteoblast Shn3 3'UTR firefly luciferase, 24 h | inhibition, % at 12.5 µM | 0.52% of 360,000 active | AID 588674, 2011;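 active = mean inhibition of at least 75% with every replicate also reaching 75%; inconclusive = mean inhibition at least 75% but some replicate below; inactive = mean inhibition below 75%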;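 also: 0% = median of neutral control wells and 100% = pilot-screen positive control compound; some compounds past the cut are filed as inactive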
CF NFkB block – inhibitors of PAF-induced NF-kB signaling, primary screen, cell-based, GFP fluorescence, uHTS | KKLEB NF-kB-GFP reporter, GFP fluorescence overnight | inhibition, % at 5 µM | 0.86% of 360,000 active;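 active = at least 50% inhibition at 5 µM, scaled per plate between neutral and stimulator controls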;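 also: PAF is a Pseudomonas aeruginosa culture filtrate used as stimulus; plate controls were PAF-stimulated DMSO wells for no effect and unstimulated DMSO wells for full effect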
* marks the source's active call; other numbers are inactive results; ? = inconclusive; . = not tested or not shown. This is a subset. The share of hits here may be higher or lower than overall.

Screens in order – MITF TRPM1 inh	NR2E3 ag-2	CF NFkB block	iPSC survival up	KKLEB tox	Shn3 3UTR inh	TRAIL sens C8	NR2E3 ag-1	HIF-2a block	LMP1 NFkB inh	Peg3 promoter
(1) CCN(CC)S(=O)(=O)c1cccc(NC(=O)COC(=O)c2ccc(Br)o2)c1
 : 6	7	2	1.2	6	2	25	0	15	-5	-6
(2) O=C(O)C1C2C=CC(C2)C1C(=O)NCCC1=CCCCC1 (stereo unspecified)
 : -5	10	2	-0.5	7	1	-22	1	7	-14	-9
(3) Cc1nc2ccc(C(=O)N(C)Cc3ccco3)cn2c1N(C)CC1CCCCC1
 : .	10	10	1.7	-2	22	-1	.	24	.	18
(4) O=C(C1CCCO1)N1N=C(c2ccc(Br)cc2)CC1c1ccco1 (stereo unspecified)
 : 4	-4	1	-1.0	-3	22	7	3	-8	-2	8
(5) O=C(NC(Cc1c[nH]c2ccccc12)C(=O)N/N=C/c1ccc(Br)cc1)c1cccs1 (stereo unspecified)
 : 28	-16	0	-0.8	1	37	1	6	19	-14	43
(6) CCN(CC)C(=O)C1=C(C)N(CCCOC)C(=O)C(CC(=O)NCc2ccco2)C1 (stereo unspecified)
 : .	21	-12	1.1	20	-11	-5	.	3	-2	-10
(7) Cc1nn(-c2ccc(F)cc2)c(Cl)c1/C=N/NC(=O)c1ccc(O)cc1
 : 7	-1	14	-1.7	-6	-3	-2	2	-25	-7	-12
(8) Cn1c(C(=O)O)ccc1S(=O)(=O)N(Cc1ccccc1)Cc1ccccc1
 : 8	-29	-4	0.4	10	-2	1	0	17	0	-13
(9) CCCCC(=O)Nc1ccc(C)c(O)c1
 : -30	9	35	6.2	-1	-18	13	0	-41	3	-3
(10) COc1ccc(C=CC(O)CCN2CCC3CCC(C3)C2)cc1 (stereo unspecified)
 : -1	-30	-2	2.4	6	18	9	.	3	-5	-4
(11) O=C(CSc1n[nH]c(-c2ccncc2)n1)Nc1ccc(Cl)c(C(=O)O)c1
 : 5	1	-14	-0.4	-4	-16	-3	2	8	-9	3
(12) COCCSc1ccccc1C(=O)N1CCN(c2ccccc2)CC1
 : 3	-20	6	-1.6	5	-13	2	-3	10	2	7
(13) COc1ccc(CCOC2OC(CO)C(OC(=O)/C=C/c3ccc(O)c(OC)c3)C(O[C@H]3O[C@@H](C)[C@H](O)[C@@H](O)[C@H]3O)C2O)cc1O (stereo partly specified)
 : 9	0	-15	1.0	6	-13	12	.	-1	0	6
(14) CCCCOc1ccc(-c2ncc(C(=O)OCC)c(N)n2)cc1
 : -37	-68	-14	12	10	-28	9	3	-99	-10	-174
(15) Cc1cccc(OCCSc2nc3ncnc(N)c3[nH]2)c1
 : 8	4	18	3.1	-2	6	25	-2	14	5	0
(16) COc1cccc(C2CC(c3c(-c4ccccc4)c4cc(Cl)ccc4[nH]c3=O)=NN2S(C)(=O)=O)c1OC (stereo unspecified)
 : 1	5	6	-1.7	-2	6	13	3	-4	-14	42
(17) O=C(c1cc2c(s1)-c1ccccc1OC2)N1CCc2ccccc2C1
 : -10	-82	-5	-0.5	7	-25	3	1	-155	-20	-121
(18) COC(=O)C1=COC(OC2OC(CO)C(O)C(O)C2O)C2C1C=CC2(O)CO (stereo unspecified)
 : -9	16	-11	2.6	3	-19	-13	6	2	-15	6
(19) Cc1cc(NC(=O)COC(=O)CC2CCCC2)c([N+](=O)[O-])cc1C
 : -9	-17	-3	0.6	14	-15	-3	-1	-15	-5	5
(20) COc1ccc(OCc2cc(C(=O)N(C)C(C)c3ccon3)no2)c(Cl)c1 (stereo unspecified)
 : -68	-53	-16	0.5	9	-16	-6	-2	-226	-24	-233
(21) OCC1OC(n2cnc3c(NCc4ccco4)ncnc32)C(O)C1O (stereo unspecified)
 : ?	40	48	-4.1	-22	?	59*	.	-87	12	87*
(22) Cc1ccc(NC(=O)CCC(=O)NCCO)cc1
 : 13	-10	10	5.5	-4	14	2	3	7	-3	15
(23) Cc1ccsc1C(=O)Nc1cc(Cl)ccc1-n1cncn1
 : 12	-18	-12	0.0	4	0	-18	.	-20	-6	-1
(24) CCCCSc1nnc(-c2ccccc2)c2ccccc12
 : -4	20	15	4.6	-16	2	1	1	4	7	29
(25) COc1cccc(OC)c1OC(=O)C1CC(=O)N(c2ccc3c(c2)OCCO3)C1 (stereo unspecified)
 : -6	29	9	3.9	-2	10	-9	.	7	1	19
(26) Cc1ccc(N2C(=O)C(Cl)=C(NCc3ccccc3)C2=O)c(C)c1
 : -7	0	3	1.3	24	-3	8	1	-3	7	6
(27) CSCCC(NS(=O)(=O)c1ccc(C)cc1)C(=O)NCCc1c[nH]c2ccccc12 (stereo unspecified)
 : 2	-6	-15	-0.3	-25	13	6	1	22	-10	-3
(28) Cc1ccc(C23CC4CC(CC(C(=O)OCC(=O)N(C)C)(C4)C2)C3)cc1
 : 3	-13	7	-0.8	12	19	-1	-2	23	-1	4
(29) CCCCNC(=O)C1(C)CCCCN1C(=O)c1c(Cl)cccc1Cl (stereo unspecified)
 : .	-12	27	-3.3	-9	0	-1	.	4	.	7
(30) CCN(CC(=O)NCc1ccc(Cl)cc1)C(=O)/C=C/c1ccco1
 : 9	-13	-18	0.7	18	2	-4	0	14	-3	-7

(list continues)
Screens in order – MITF TRPM1 inh	NR2E3 ag-2	CF NFkB block	iPSC survival up	KKLEB tox	Shn3 3UTR inh	TRAIL sens C8	NR2E3 ag-1	HIF-2a block	LMP1 NFkB inh	Peg3 promoter
(31) CN1CC(=O)N2[C@H](c3ccc4c(c3)OCO4)c3[nH]c4ccccc4c3C[C@@H]2C1=O
 : 10	0	-3	1.9	16	-10	-12	4	10	-1	-2
(32) CCc1nnc(NS(=O)(=O)c2ccc(NC(=O)c3ccccc3O)cc2)s1
 : -13	-18	14	0.2	-2	2	-13	-3	5	7	3
(33) Cc1ccccc1-c1nc(CS(=O)(=O)CC(=O)NCc2ccco2)c(C)o1
 : 1	1	-12	-0.4	2	2	-19	5	8	-2	1
(34) Cc1oc(-c2ccccc2F)nc1CS(=O)CC(=O)NCc1ccccc1 (stereo unspecified)
 : 6	-16	7	0.6	12	2	1	-2	10	-4	-5
(35) Cc1ccc(NC(=O)CCn2cccc2)cc1Cl
 : -9	7	-4	1.5	1	-4	-3	-1	-17	4	-11
(36) ON1C2CCCCC2N(O)C1c1c(F)c(F)c(F)c(F)c1F (stereo unspecified)
 : 11	-23	1	7.1	-4	25	-20	3	8	-17	-3
(37) c1ccc(CSc2ncnc3c2cnn3Cc2ccccc2)cc1
 : -4	-29	9	0.2	-5	21	0	0	-25	0	17
(38) Cc1ccccc1NC(=O)C1C2CCCC1C2c1ccccc1 (stereo unspecified)
 : -10	2	1	1.1	-8	-4	-3	0	5	2	15
(39) CC(C)C[C@H]1CN([C@@H](Cc2ccccc2)CN2CCC[C@@H]2CN2C(=O)C(=O)NC[C@@H]2Cc2ccc(O)cc2)C(=O)C(=O)N1CCc1ccccc1
 : .	-2	12	0.8	-17	-24	5	.	-4	.	-8
(40) CC(C)c1ccc(S(=O)(=O)N2CCN(C(=O)c3cccc(F)c3)CC2)cc1
 : 3	19	6	1.3	0	.	-1	0	4	4	14

Single records, from the list above:
`CCc1nnc(NS(=O)(=O)c2ccc(NC(=O)c3ccccc3O)cc2)s1` in the list: MITF TRPM1 inh: -13; NR2E3 ag-2: -18; CF NFkB block: 14; iPSC survival up: 0.2; KKLEB tox: -2; Shn3 3UTR inh: 2; TRAIL sens C8: -13; NR2E3 ag-1: -3; HIF-2a block: 5; LMP1 NFkB inh: 7; Peg3 promoter: 3
`c1ccc(CSc2ncnc3c2cnn3Cc2ccccc2)cc1` in the list: MITF TRPM1 inh: -4; NR2E3 ag-2: -29; CF NFkB block: 9; iPSC survival up: 0.2; KKLEB tox: -5; Shn3 3UTR inh: 21; TRAIL sens C8: 0; NR2E3 ag-1: 0; HIF-2a block: -25; LMP1 NFkB inh: 0; Peg3 promoter: 17

Four compounds already listed, sorted by the value under Shn3 3UTR inh, largest number first:
item	SMILES	MITF TRPM1 inh	NR2E3 ag-2	CF NFkB block	Shn3 3UTR inh	NR2E3 ag-1	HIF-2a block	LMP1 NFkB inh	Peg3 promoter
36	ON1C2CCCCC2N(O)C1c1c(F)c(F)c(F)c(F)c1F (stereo unspecified)	11	-23	1	25	3	8	-17	-3
37	c1ccc(CSc2ncnc3c2cnn3Cc2ccccc2)cc1	-4	-29	9	21	0	-25	0	17
32	CCc1nnc(NS(=O)(=O)c2ccc(NC(=O)c3ccccc3O)cc2)s1	-13	-18	14	2	-3	5	7	3
39	CC(C)C[C@H]1CN([C@@H](Cc2ccccc2)CN2CCC[C@@H]2CN2C(=O)C(=O)NC[C@@H]2Cc2ccc(O)cc2)C(=O)C(=O)N1CCc1ccccc1	.	-2	12	-24	.	-4	.	-8
